BCR signal inh = inhibitors of chronic active B-cell receptor signaling; ABC-DLBCL IkBa-CBG/CBR reporter, luminescence ratio, 4 h; Potency, µM (doses to about 46.1 µM), inactives show at the highest dose ratio change, negative = lower green/red ratio, actives largely listed as inhibitors; AID 493014; 340,000 compounds, 0.05% hits; active = well fitted inhibition curve with a large enough effect in the signal ratio, with a control signal flat, not every such curve was filed as active; inconclusive = small, poorly fitted or top-dose-only effect, or effect the other way, or a change in a side signal; the % refers to the signal ratio;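 note: potency is the fitted concentration of half-maximal effect; plate controls were basal doxycycline-induced cells for no effect and cells given 10 µM MG132 for full effect; MG132 reads +100%, hits lower the ratio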
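TMD8 human ABC-DLBCL cells with doxycycline-inducible IκBα–green luciferase fusion and unfused red luciferase, in 0.5% FBS medium; compounds up to 46 uM, 4 h at 37C. Green/red luminescence ratio, filter-overlap corrected, fitted to concentration-response curves.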
B2AR arrestin = beta2AR (human) beta-arrestin recruitment activity; beta-arrestin recruitment to beta2AR, cell-based reporter; 330,000 compounds, 0.02% hits; Potency, µM (titrated, usually from 46.1 µM), for inactives: at the top dose activation, hits mostly activators; AID 492947;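 note: potency is the fitted concentration of half-maximal effect; 0% = DMSO controls and full agonism = EC100 isoproterenol or metaproterenol; nearly all actives have a fitted effect of over 65% in size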
Menin-MLL TR inh = inhibitors of human menin-MLL interaction, mutant MLL peptide; Menin + Texas Red MLL mutant peptide, fluorescence polarization; 270,000 compounds, 0.23% hits; Potency, µM (highest dose often 61.6 µM), for inactives: top-dose FP activity change, negative = inhibition, hits mostly inhibitors; active = well fitted inhibition curve with a large enough effect in the polarisation, with a control signal flat, not every such curve was filed as active; inconclusive = small, poorly fitted or top-dose-only effect, or effect the other way, or a change in a side signal; inactive = no such curve, though single readings can be large or run the other way; the % refers to the polarisation; note: potency is the fitted concentration of half-maximal effect; % of control where 0% means no effect; many of its hits are not listed in these tables
Tb PFK block = blocks T. brucei phosphofructokinase; O15648; T. brucei PFK, ADP-Glo luminescence; Potency, µM (top dose mostly 57.5 µM), without a hit: at the top dose activity, negative = inhibition, most hits filed as inhibitors; 330,000 compounds, 0.17% hits;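 note: potency is the fitted concentration of half-maximal effect; 0% = uninhibited 1x PFK enzyme wells and -100% = no-enzyme wells; nearly all actives have a fitted effect of over 60% in size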
Target sequence (O15648 whole entry, looked up): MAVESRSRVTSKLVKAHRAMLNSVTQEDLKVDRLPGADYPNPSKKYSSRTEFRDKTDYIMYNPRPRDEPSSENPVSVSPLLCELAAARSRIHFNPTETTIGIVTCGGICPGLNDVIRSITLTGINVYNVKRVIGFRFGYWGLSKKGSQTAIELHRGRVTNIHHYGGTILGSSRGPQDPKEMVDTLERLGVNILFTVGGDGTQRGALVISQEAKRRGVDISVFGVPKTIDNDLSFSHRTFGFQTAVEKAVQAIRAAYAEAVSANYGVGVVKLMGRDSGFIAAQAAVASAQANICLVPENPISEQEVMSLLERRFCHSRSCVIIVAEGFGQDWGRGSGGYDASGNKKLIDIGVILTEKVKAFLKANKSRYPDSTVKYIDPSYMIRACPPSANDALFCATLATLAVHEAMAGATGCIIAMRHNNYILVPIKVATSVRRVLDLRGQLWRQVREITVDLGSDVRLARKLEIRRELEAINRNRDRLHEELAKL
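Luminescent ADP detection (ADP-Glo, two-step: ATP depletion then ADP-to-ATP conversion for luciferase) reported PFK activity after 45 min room-temperature reaction of 1.25 nM enzyme with 0.5 mM F6P and 0.1 mM ATP at pH 8.0.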
a7 integrin act = activators of alpha7 integrin expression for muscular dystrophy. 350,000 compounds, 0.064% hits. AID 624291. Potency, µM (top dose mostly 38.3 µM), without a hit: at the highest dose activation, most hits filed as activators. alpha7betagal myoblasts, beta-gal FDG fluorescence, 48 h;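 note: potency is the fitted concentration of half-maximal effect; 100% = response of the positive control SU9516; nearly all actives have a fitted effect of over 60% in size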
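Alpha7betagal+/- myoblasts (passage 13) were plated 16-24 hr, then exposed to compounds (1:260 dilution of DMSO stock) for 48 hours at 37C. After MPER lysis, β-galactosidase reporter activity was read as FDG fluorescence (ex 480/em 540) after 30 minutes.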
FBPA coupling cs = counter-screen for Giardia aldolase inhibitors: coupling enzyme system; coupling enzyme system counterscreen, AmpLite Red fluorescence; activity change, negative = inhibition, % at 58.2 µM, hits read low; 290,000 compounds, 0.67% hits; AID 2472; in the data active = activity change below about -30%; note: % is set by controls: 0 for no effect and ±100 for the full control effect
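Counterscreen of the coupled detection system alone, without aldolase: glyceraldehyde-3-phosphate coupling enzymes plus AmpLite Red readout. Compounds at 57.5 uM final, 10 min RT preincubation, 20 min RT reaction, fluorescence 525/598 nm.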
PTAP TSG101 blk = blocks PTAP/TSG101 interaction to inhibit HIV-1 budding | Q99816 | Fluorescence polarization, FITC-PTAP peptide / Tsg101 binding | Potency, µM (top dose mostly 115 µM), for the others: top-dose activity change, negative = inhibition, usual class: inhibitors | 340,000 tested, under 10 active | AID 493005; active = well fitted inhibition curve with a large enough effect in the main read-out, with a control signal flat, not every such curve was filed as active; inconclusive = small, poorly fitted or top-dose-only effect, or effect the other way, or a change in a side signal; inactive = no such curve, though single readings can be large or run the other way; note: potency is the fitted concentration of half-maximal effect; % of control where 0% means no effect
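Fluorescence anisotropy tracks displacement of a FITC-tagged PTAP peptide (50 nM) from the Tsg101 binding domain (10 uM), following a 20 min room-temperature incubation at pH 7.5.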
Giardia killer = Giardia lamblia killing; activity change, % at 7.66 µM, hits read low; Giardia lamblia trophozoite viability; 340,000 compounds, 0.15% hits; AID 540267; in the data active = activity change below about -80%; inconclusive = between about -30% and that limit;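 note: parasites exposed to compound for two days anaerobically before the ATP read; % is set by controls: 0 for no effect and ±100 for the full control effect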
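Each well holds 100 Giardia trophozoites and compound. After two days (48 hrs) at 37 deg C in anaerobic conditions, ATP is quantified by luminescence.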
GALK inh = blocks human galactokinase activity; AID 1868; 270,000 compounds, 0.007% hits; Purified GALK, Kinase-Glo residual ATP luminescence; P51570; Potency, µM (highest dose often 57.5 µM), without a hit: at the highest dose activity change, negative = inhibition, usual class: inhibitors; note: potency is the fitted concentration of half-maximal effect; % is set by controls: 0 for no effect and ±100 for the full control effect
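The enzyme phosphorylates galactose (100 uM) using ATP (35 uM); inhibition is detected as higher residual ATP, quantified by bioluminescence after 1 h reaction at room temperature, pH 8.0.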
PKM2 activator = PKM2 (human) enzyme activation; P14618; purified PKM2, Kinase-Glo ATP luminescence, activation; response scale: 0% is enzyme alone, no compound; Potency, µM (top dose mostly 57.5 µM), for the others: at the highest dose activation, usual class: activators; 260,000 compounds, 0.34% hits; note: potency is the fitted concentration of half-maximal effect; % is set by controls: 0 for no effect and ±100 for the full control effect; nearly all actives have a fitted effect of over 55% in size
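Purified hPK-M2 (>95% pure) converted ADP (0.1 mM final) to ATP with 0.5 mM PEP in 50 mM imidazole pH7.2, KCl, MgCl2, Tween 20, BSA; 1 h at room temperature. ATP detected by Kinase-Glo luminescence.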
ASM inhibitor = inhibitors of human secretory acid sphingomyelinase | P17405 | placental ASM, HMU-PC fluorogenic substrate, 60 min | Potency, µM (highest dose often 57.5 µM), without a hit: at the top dose activity change, negative = inhibition, most hits filed as inhibitors | 340,000 compounds, 0.006% hits; note: potency is the fitted concentration of half-maximal effect
Target sequence (P17405 47-631 limits assumed): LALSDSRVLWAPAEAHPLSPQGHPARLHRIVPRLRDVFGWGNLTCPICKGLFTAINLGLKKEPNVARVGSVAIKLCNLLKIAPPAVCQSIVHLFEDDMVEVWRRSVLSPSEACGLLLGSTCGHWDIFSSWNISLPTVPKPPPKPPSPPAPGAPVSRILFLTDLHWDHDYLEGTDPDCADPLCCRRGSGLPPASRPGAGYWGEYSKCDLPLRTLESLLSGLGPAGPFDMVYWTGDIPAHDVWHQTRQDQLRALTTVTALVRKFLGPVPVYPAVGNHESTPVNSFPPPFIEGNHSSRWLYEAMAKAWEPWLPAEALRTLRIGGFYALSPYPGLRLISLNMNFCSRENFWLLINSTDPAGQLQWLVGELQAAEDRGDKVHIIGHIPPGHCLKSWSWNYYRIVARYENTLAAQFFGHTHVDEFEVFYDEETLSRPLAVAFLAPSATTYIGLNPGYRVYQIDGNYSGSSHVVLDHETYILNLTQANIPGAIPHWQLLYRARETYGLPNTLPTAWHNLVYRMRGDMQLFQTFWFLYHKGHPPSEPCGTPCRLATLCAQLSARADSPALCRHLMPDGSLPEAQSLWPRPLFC
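Steps: dispense placental human ASM, pin compound, wait 10 min at room temperature, add HMU-PC0 substrate at 9 uM final, incubate 60 min at 37 °C, add stop solution raising pH to 10, read fluorescence.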
* = called active by the depositor; ? = inconclusive; . = not tested or not shown; [ ] = remark or other dose. Unless noted, calls come from the whole dose curve; as a rule, active = well fitted curve in the direction sought with a large enough effect; inconclusive = small, poorly fitted or top-dose-only effect, or another doubt; inactive = no such curve, though single readings can be large; an effect the other way counts as inactive or inconclusive. Not all compounds are listed; rates above refer to the full screens.

SMILES	BCR signal inh	B2AR arrestin	Menin-MLL TR inh	Tb PFK block	a7 integrin act	FBPA coupling cs	PTAP TSG101 blk	Giardia killer	GALK inh	PKM2 activator	ASM inhibitor
CC(C)Oc1ccc(/C(O)=C2/C(=O)C(=O)N(Cc3cccnc3)C2c2ccco2)cc1 (stereo not drawn)	2%	-0.7%	1%	4%	34%	21	-3%	-22	-3%	3%	-1%
CC(=O)Nc1ccccc1C(=O)N1CC(C)OC(C)C1 (stereo not drawn)	4%	-0.1%	0%	-4%	1%	-3	-2%	17	-5%	3%	4%
COc1ccc(CNC(=O)CCC(=O)c2ccc(F)cc2)cc1OC	3%	0.0%	.	1%	13%	.	1%	-14	.	.	4%
Cc1cc(C)nc(N(C#N)S(=O)(=O)c2ccccc2Cl)n1	9%	0.2%	12%	0%	?	-4	-7%	8	0%	-5%	7%
O=C(CN1CCCCC1)NC(=O)NC1CCCCC1	3%	0.0%	.	0%	?	.	5%	-10	.	.	-2%
COCCCNC(=O)CC1C[C@H](C(=O)N(C(C)C)C(C)C)[C@@]2(C)c3[nH]c4ccc(OC)cc4c3CCN2C1=O (stereo partly drawn)	6%	2.3%	.	0%	17%	.	-4%	12	.	.	0%
O=C(Nc1ncc([N+](=O)[O-])s1)c1ccc2c(c1)OCO2	.	-0.6%	?	-9%	0%	-32*	-2%	-95*	13%	-60%	-5%
C=CCNC(=O)c1ccccc1NC(=O)C1CC(=O)N(C(C)C)C1 (stereo not drawn)	1%	-1.1%	-11%	1%	13%	6	-3%	14	-6%	-9%	0%
O=C(N/N=C/C(Cl)=C\c1ccccc1)c1cnccn1	?	-0.8%	17%	1%	-45%[inhibitor]	3	-3%	8	4%	-2%	1%
CCN=C1Cn2c(nc3scc(-c4ccccc4)c3c2=O)CN1CC	7%	-0.1%	-4%	-9%	9%	0	-3%	-9	-1%	0%	4%
Cc1ccc(S(=O)(=O)N2CC3(C)CN(S(=O)(=O)c4ccc(C)cc4)CC(C)(C2)C3)cc1	19%	-0.4%	-2%	-5%	-22%	2	-4%	12	2%	-1%	-2%
CC(=O)Nc1ccc(S(=O)(=O)NCC2CCC(C(=O)NC(C)c3ccccc3)CC2)cc1 (stereo not drawn)	1%	0.0%	?	-5%	?	-1	2%	-19	-3%	-23%	-1%
COc1cc(S(=O)(=O)Nc2cccnc2)ccc1Cl	-4%	0.5%	-20%	7%	-7%	2	-1%	-25	-7%	4%	3%
O=[N+]([O-])c1ccc(/C=N/Nc2ccc3ccccc3c2)o1	?	0.3%	?	-1%	-20%	2	0%	?	2%	-7%	?
Cc1nnc(SC(C(=O)Nc2cc(Cl)cc(Cl)c2)c2ccccc2)[nH]c1=O (stereo not drawn)	3%	-0.1%	?	-7%	?	6	-7%	24	-1%	1%	3%
CCCOc1cccc(C2/C(=C(/O)c3ccncc3)C(=O)C(=O)N2CCCN(C)C)c1 (stereo not drawn)	20%	-0.1%	1%	0%	.	2	.	.	-3%	-1%	.
O=[N+]([O-])c1cc(CN2CCC(O)CC2)ccc1Cl	0%	0.1%	-12%	-23%	7%	-1	-2%	4	14%	3%	3%
Cc1ccc(S(=O)(=O)N2CCOCC2)cc1C(=O)OCC(=O)N1CCc2ccccc2C1	?	-0.4%	-10%	-10%	-30%	-11	-2%	-19	0%	1%	0%
CCN(CC)c1ccc(/C=C(\C#N)c2nc(-c3cccs3)c(NC(C)=O)s2)cc1	-1%	-0.2%	?	1%	.	-8	.	.	3%	-2%	.
CCCOc1ccc(-c2nc(C#N)c(N3CCN(CC)CC3)o2)cc1	?	-0.7%	?	-4%	11%	0	-1%	9	-3%	1%	-3%
O=C(O)C1C2CCC(CC2)C1C(=O)N1CCN(Cc2ccc(F)cc2)CC1 (stereo not drawn)	3%	0.0%	5%	-5%	16%	-2	-5%	17	4%	1%	0%
COc1cccc(/C=C2/NC(=O)NC2=O)c1OCC(=O)Nc1ccccc1	6%	-0.1%	-17%	-1%	0%	1	-5%	-8	10%	2%	2%
COc1ccc(C(C(=O)NC2CCCC2)N(C(=O)c2ccoc2C)c2ccc(C)c(C)c2)cc1 (stereo not drawn)	0%	-0.9%	-10%	5%	?	2	-3%	-22	1%	5%	2%
Cc1ccc(C(=O)N/C(=C\c2ccco2)C(=O)NCCCN2CCOCC2)cc1C	1%	-0.6%	.	-2%	-25%	-2	0%	7	-2%	.	-1%
OC(CN1CCOCC1)C12CC3CC(CC(C3)C1)C2 (stereo not drawn)	?	0.1%	?	?	-9%	3	-4%	-11	-3%	3%	4%
O=C(CSc1nnc(Cc2ccccc2)o1)Nc1ccc2c(c1)OCO2	38%	-0.4%	-8%	1%	-2%	1	-1%	-2	-1%	-2%	0%
COc1ccc(N2CCN(C(=O)c3cccc(S(=O)(=O)N4CCCc5ccccc54)c3)CC2)cc1	-5%	-0.2%	.	-1%	-20%	.	-1%	-8	.	.	-8%
O=C(NC(=S)NCc1ccc(Cl)cc1)c1ccco1	7%	0.2%	.	-12%	-17%	.	2%	-19	.	.	-12%
COc1cccc(CN(C)CC2CCCN(CCc3ccccc3C)C2)c1 (stereo not drawn)	-2%	-0.1%	?	1%	-25%	3	-5%	-16	4%	-2%	0%
O=S(=O)(c1cnc(Cl)c(Br)c1)N1CCN(c2ncccn2)CC1	-6%	0.0%	.	-5%	-37%	7	-2%	7	1%	-4%	0%
O=C(c1ccc2c3n(nc2c1)-c1ccccc1CO3)N1CCOCC1	-6%	-0.5%	.	-21%	-8%	-1	.	10	21%	-69%	8%
O=[N+]([O-])c1ccccc1CN1CCN(Cc2ccc3ccccc3c2)CC1	-4%	-1.0%	-17%	-5%	4%	4	-4%	5	4%	1%	1%
O=C(NCc1ccccc1)C(c1ccco1)N(C(=O)c1ccccn1)c1ccc(F)cc1 (stereo not drawn)	?	0.5%	-8%	0%	-13%	1	1%	6	0%	3%	1%
COc1ccc(-n2nc(C)c3sc(C)nc3c2=O)cc1	-3%	-0.6%	.	1%	-6%	3	1%	1	0%	5%	1%
O=C(c1ccc(Cn2c(=O)[nH]c3ccccc3c2=O)cc1)N1CCN(c2ccc(F)cc2)CC1	-2%	0.1%	-9%	-6%	-42%	4	-8%	-17	2%	-7%	-13%
Cc1nc(SCc2ccccc2)c2oc3ccccc3c2n1	?	-0.5%	.	-7%	4%	3	-8%	5	-2%	12%	-23%
CCO[C@@H]1OC(C(=O)N2CCN(Cc3ccccc3)CC2)=C[C@H](c2csc3ccccc23)[C@H]1CCCO	0%	-0.7%	?	0%	-28%	-5	0%	14	-4%	0%	-1%
COc1cccc(NC(=O)COC(=O)c2nc(Cl)ccc2Cl)c1	0%	-0.8%	2%	-3%	-12%	-1	-4%	-3	-1%	5%	0%
CC(=O)OCC(=O)Nc1ccccc1C	-2%	-0.5%	5%	1%	14%	1	-2%	-10	-4%	-1%	0%

Random excerpt: 6 compounds from above, in no set order.
SMILES	BCR signal inh	B2AR arrestin	Menin-MLL TR inh	Tb PFK block	a7 integrin act	FBPA coupling cs	PTAP TSG101 blk	Giardia killer	GALK inh	PKM2 activator	ASM inhibitor
COc1ccc(-n2nc(C)c3sc(C)nc3c2=O)cc1	-3%	-0.6%	.	1%	-6%	3	1%	1	0%	5%	1%
Cc1ccc(S(=O)(=O)N2CCOCC2)cc1C(=O)OCC(=O)N1CCc2ccccc2C1	?	-0.4%	-10%	-10%	-30%	-11	-2%	-19	0%	1%	0%
O=C(CN1CCCCC1)NC(=O)NC1CCCCC1	3%	0.0%	.	0%	?	.	5%	-10	.	.	-2%
O=[N+]([O-])c1ccccc1CN1CCN(Cc2ccc3ccccc3c2)CC1	-4%	-1.0%	-17%	-5%	4%	4	-4%	5	4%	1%	1%
O=C(Nc1ncc([N+](=O)[O-])s1)c1ccc2c(c1)OCO2	.	-0.6%	?	-9%	0%	-32*	-2%	-95*	13%	-60%	-5%
CC(=O)OCC(=O)Nc1ccccc1C	-2%	-0.5%	5%	1%	14%	1	-2%	-10	-4%	-1%	0%

Source: PubChem BioAssay
